# Assay outcomes as filed in PubChem BioAssay.
# NCF1 inh = blocks human p47phox regulatory protein of NADPH oxidases; p47phox/p22phox peptide binding, fluorescence polarization, 2 h; inhibition, % at 24.7 µM; 0.53% of 220,000 active;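 active means inhibition above about 30%, limit read from the data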;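 further: 0% = p47phox with labelled peptide and 100% = labelled peptide alone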
# Target sequence (P14598 whole entry, looked up): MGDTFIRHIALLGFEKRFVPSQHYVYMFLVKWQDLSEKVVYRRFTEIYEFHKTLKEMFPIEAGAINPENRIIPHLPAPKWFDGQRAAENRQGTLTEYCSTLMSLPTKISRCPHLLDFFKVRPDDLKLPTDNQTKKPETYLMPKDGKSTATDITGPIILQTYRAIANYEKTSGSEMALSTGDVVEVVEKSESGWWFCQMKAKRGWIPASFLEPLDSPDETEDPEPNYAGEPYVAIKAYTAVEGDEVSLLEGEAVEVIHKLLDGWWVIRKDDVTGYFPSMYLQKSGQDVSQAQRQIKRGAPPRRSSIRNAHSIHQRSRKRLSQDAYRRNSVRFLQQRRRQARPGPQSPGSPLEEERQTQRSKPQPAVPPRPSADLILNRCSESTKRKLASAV
# BaF3 parental = counter-screen for JAK2V617F inhibitors: parental Ba/F3 viability inhibitors | CellTiter-Glo ATP luminescence | inhibition, % at 5.6 µM | 1.1% of 220,000 active;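 active means inhibition above a per-campaign cutoff, the mean inhibition of all tested compounds plus 3 SD, cut at about 27% in these data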;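 further: 0% = DMSO wells and 100% = JAK Inhibitor I control wells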
# S1P4 agonist = activates the human S1P4 receptor. O95977. S1P4-expressing cell line, agonist reporter assay. activation, % at 4.98 µM. 0.35% of 220,000 active. AID 1509; in the data active means activation above about 11%;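 further: 0% = DMSO vehicle and 100% = reference agonist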
# NPY1 pot ag = potentiates or activates human NPY-Y1 receptor. P25929. NPY-Y1 expressing cells, potentiator/agonist activation. activation, % at 3.6 µM. 0.37% of 220,000 active. AID 1304; in the data active means activation above about 33%, passing the limit was not always enough;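 further: cells stimulated with NPY at EC10 then isoproterenol at EC100; 0% = low agonist plus stimulus and 100% = saturating agonist plus stimulus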
# CHOP inh = inhibitors of CHOP induction in ER stress response; CHO-K1 CHOP-promoter luciferase, tunicamycin-induced, 15-18 h; inhibition, % at 10 µM; 3.8% of 220,000 active; AID 2732;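 active means compounds that reduced the stress-induced luciferase reporter signal by more than about 70% of percent inhibition, limit read from the data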;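 further: 0% = tunicamycin plus vehicle and 100% = wells without tunicamycin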
# S1P4 antag = antagonists of human S1P4 receptor | inhibition, % at 4.98 µM | S1P4-expressing cells, antagonist mode, reporter read-out | O95977 | 0.26% of 220,000 active | AID 1510; in the data active means inhibition above about 29%;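 further: 0% = wells stimulated with agonist and 100% = vehicle wells without agonist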
# NPY2 pot ag = human NPY-Y2 potentiation or agonism, primary screen | cells expressing NPY-Y2, potentiator/agonist read-out | activation, % at 3.6 µM | 0.45% of 220,000 active; in the data active means activation above about 27%;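 further: cells stimulated with NPY near EC25 plus isoproterenol at EC100; 0% = vehicle plus submaximal agonist and 100% = vehicle plus saturating agonist; some results beyond the cut were filed as inactive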
# Target sequence (P49146 whole entry, looked up): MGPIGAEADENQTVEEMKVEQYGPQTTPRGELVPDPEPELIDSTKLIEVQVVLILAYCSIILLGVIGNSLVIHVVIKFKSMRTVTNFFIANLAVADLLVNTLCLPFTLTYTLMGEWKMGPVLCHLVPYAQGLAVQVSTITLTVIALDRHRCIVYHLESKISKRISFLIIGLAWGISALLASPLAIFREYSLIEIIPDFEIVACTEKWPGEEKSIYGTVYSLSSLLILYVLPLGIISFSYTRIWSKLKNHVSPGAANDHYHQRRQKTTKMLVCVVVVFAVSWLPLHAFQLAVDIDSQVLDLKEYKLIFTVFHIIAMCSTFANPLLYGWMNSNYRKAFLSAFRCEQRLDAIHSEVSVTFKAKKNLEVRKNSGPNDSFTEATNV
# Ba/F3 V617F tox = reduce viability of Ba/F3 cells dependent on JAK2V617F; Ba/F3 EpoR-JAK2V617F viability, ATP luminescence; inhibition, % at 5.6 µM; 1.1% of 220,000 active; AID 1446;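 active means inhibition above the campaign mean plus 3 SD over all tested compounds, cut at about 24% in these data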;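 further: cytokine-independent growth of Ba/F3 cells driven by EpoR plus mutant JAK2; 0% = DMSO-treated cells and 100% = JAK inhibitor I control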
# NPY Y1 blocker = NPY-Y1 (human) receptor antagonism; HEK293-CNG Y1 cells, membrane potential fluorescence; NPY at EC95, then isoproterenol; AID 1040; 1% of 200,000 active; P25929; inhibition, % at 3.6 µM;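 active means inhibition above the campaign mean inhibition of all tested compounds plus 3 SD, cut at about 20% in these data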;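 further: 0% = DMSO wells given NPY plus isoproterenol and 100% = isoproterenol alone without NPY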
#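 System: HEK293 cells with Y1 receptor plus CNG channel / Probe or stimulus: NPY 25 nM then isoproterenol 1 µM plus Ro 20-1724 25 µM / Compound: one concentration, 3.6 µM, in 0.4% DMSO / Schedule: compound incubation 1 h at room temperature, readout 45 min post-stimulation / Measured by: membrane potential fluorescence / Read-out: % inhibition of NPY effect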
# The depositor's hits bear a star; x = not tested or not shown.
1. CCC(=O)Nc1ccc(NC(=O)c2ccco2)cc1
2. O=C(Nc1c2c(nn1-c1ccc(F)cc1)CS(=O)(=O)C2)c1ccc(S(=O)(=O)N2CCOCC2)cc1
3. CCN1CCN(C(c2ccccc2)c2nnnn2Cc2ccccc2)CC1 (stereo not given)
4. CCc1ccccc1NC1=NCC(=O)N1C1CCCCC1
5. O=c1[nH]c(=O)n(Cc2ccco2)c2c1C(C(F)(F)F)(C(F)(F)F)N=C(c1ccc(F)cc1)N2
6. Cc1ccc(/C=N/Nc2nc(Cl)c(Cl)cc2Cl)s1
7. Cc1cc([N+](=O)[O-])nn1Cn1nc([N+](=O)[O-])cc1C
8. O=C(COc1ccc(Br)cc1)N(Cc1ccccc1)c1ccccn1

Compound,1,2,3,4,5,6,7,8
NCF1 inh,-8.0,11.9,2.3,-8.5,1.9,-16.6,-0.5,1.6
BaF3 parental,1.4,6.9,1.1,1.8,-1.5,3.4,5.5,5.7
S1P4 agonist,-1.0,0.4,0.9,2.7,-0.1,-0.2,2.1,1.2
NPY1 pot ag,11.6,-1.9,-26.9,-7.6,17.7,2.2,12.1,4.2
CHOP inh,-9.3,-13.4,0.2,56.3,100.5*,82.5*,-1.4,23.5
S1P4 antag,3.4,-14.9,-13.5,-19.4,-11.0,-9.6,0.7,-14.9
NPY2 pot ag,-9.5,4.0,-12.9,-8.9,20.0,6.0,-5.2,10.8
Ba/F3 V617F tox,-2.4,4.5,2.5,1.5,-2.8,0.4,1.4,-0.1
NPY Y1 blocker,-6.2,-8.6,3.8,1.7,-7.7,0.4,-2.1,-1.9

9. COc1ccc(C2CC(c3ccccc3)=NN2c2ccc(N)cc2)cc1 (stereo not given)
10. O=C(NCC1CCCN(Cc2ccc3nonc3c2)C1)c1cccc(C(F)(F)F)c1 (stereo not given)
11. COc1ccc(CCN(C)CC(=O)Nc2cc(C)nc3ccccc23)cc1OC
12. CS(=O)(=O)N(CC(=O)Nc1ccc(C(N)=O)cc1)C1CCCCC1
13. COc1ccccc1NC(=S)NC(NC(C)=O)C(Cl)(Cl)Cl (stereo not given)
14. OCCC1CN(Cc2nc(-c3ccccc3)cs2)CCN1CCc1ccccc1 (stereo not given)
15. COc1ccc(N2CCN(C(=O)CSc3ccccc3)CC2)cc1
16. CC(OC(=O)c1cccc(S(=O)(=O)Nc2cccc(C(F)(F)F)c2)c1)C(=O)Nc1ccc2c(c1)OCCO2 (stereo not given)

Compound,9,10,11,12,13,14,15,16
NCF1 inh,-53.4,7.0,-3.0,-6.8,-8.7,-5.6,-1.9,-37.4
BaF3 parental,3.7,1.6,-4.7,2.0,-5.0,2.2,4.5,7.1
S1P4 agonist,0.0,3.4,1.8,1.5,-0.2,-0.8,-1.5,0.8
NPY1 pot ag,9.6,-5.3,7.5,-14.6,4.0,-6.8,-15.3,-8.3
CHOP inh,90.7*,0.6,-8.6,27.1,5.4,24.8,-1.0,37.4
S1P4 antag,7.0,-8.3,3.9,2.7,1.9,-5.8,-3.5,-1.6
NPY2 pot ag,13.9,5.4,17.5,-13.7,-6.4,-28.7,-4.5,-1.2
Ba/F3 V617F tox,4.6,-2.1,-1.2,-2.4,-0.2,-1.5,3.5,-0.6
NPY Y1 blocker,11.8,5.4,x,-0.1,x,0.1,2.9,-7.5

17. Cc1cc(Nc2nc3ccccc3nc2Cl)n(-c2ccccc2)n1
18. Cc1cccc(-n2c(SCc3ccc([N+](=O)[O-])cc3)nnc2-c2c[nH]c3ccccc23)c1
19. CCNC(=O)COC(=O)c1cc(-c2ccccc2)nn1-c1ccccc1
20. Oc1c(Br)cc(Br)cc1/C=N/c1nc2c(s1)CCCC2
21. COc1ccccc1N1CCN(C(=O)CSc2nnc(NC(=O)C3CC3)s2)CC1
22. CC(NC(=O)c1cc(S(=O)(=O)N(C)C)ccc1N1CCCC1)C1CC2CCC1C2 (stereo not given)
23. COC(=O)[C@@]1(Cc2ccc(F)cc2)[C@H]2c3cc(C(=O)N4CCCC4)n(CCO)c3C[C@H]2CN1C(=O)c1ccccc1
24. COc1ccccc1C(=O)Nc1nc2nc(-c3ccccc3)cc(=O)n2[nH]1

Compound,17,18,19,20,21,22,23,24
NCF1 inh,-5.3,-12.0,-2.4,-5.4,-2.7,5.4,-14.4,-13.0
BaF3 parental,5.7,5.5,-1.1,2.1,0.4,3.3,7.1,2.8
S1P4 agonist,0.6,-0.8,0.6,1.7,-1.4,-0.8,1.0,0.4
NPY1 pot ag,-21.8,3.7,12.3,-11.2,-0.7,-5.2,-9.2,1.1
CHOP inh,29.0,24.6,34.9,85.6*,24.7,24.4,19.1,27.5
S1P4 antag,3.3,-9.5,-5.7,-4.4,-8.8,-19.6,9.2,-6.8
NPY2 pot ag,-3.3,0.7,7.6,-11.2,-3.0,-18.3,0.7,-4.0
Ba/F3 V617F tox,-1.4,3.7,-3.9,2.3,3.0,3.5,3.6,0.9
NPY Y1 blocker,0.0,7.8,-1.5,-0.5,3.0,17.4,-0.6,0.7

25. COC(=O)/C=C(\C)NC(=O)c1ccc(F)cc1
26. C/C(=N\NC(=O)c1n[nH]c2c1CCC2)c1ccco1
27. O=S(=O)(NCCSc1nc2ccccc2o1)c1ccccc1
28. CC(C)(C)c1ccc(-c2nnc(SCC(=O)NC3CCS(=O)(=O)C3)n2N)cc1 (stereo not given)
29. Cc1cccc(-n2c(N)cc(=O)nc2SCC(=O)NC2CCCCC2)c1
30. COc1cc(/C=C2\SC(=Nc3ccc(O)cc3)NC2=O)cc(OC)c1OC
31. Cc1nn(Cc2ccc(Cl)cc2)c(C)c1NC(=O)CSc1nc2c(c(C(F)(F)F)n1)CCc1ccccc1-2
32. CN1CCN(S(=O)(=O)c2ccc(NC(=S)NC(=O)C3CC3)cc2)CC1

Compound,25,26,27,28,29,30,31,32
NCF1 inh,-9.2,-2.2,-11.4,-9.8,-5.3,-15.1,44.9*,5.9
BaF3 parental,3.7,86.2*,3.4,1.8,-1.4,5.3,-0.8,3.0
S1P4 agonist,-0.8,0.5,0.1,0.9,1.9,-0.1,-0.8,1.1
NPY1 pot ag,-2.6,2.3,14.2,10.2,17.2,-10.7,14.9,-2.9
CHOP inh,3.0,60.4,57.5,9.0,-5.9,-53.7,58.0,27.4
S1P4 antag,9.7,3.0,3.5,-4.8,-30.0,-6.6,-12.4,5.7
NPY2 pot ag,-3.6,-19.1,0.3,2.8,11.5,6.2,2.2,6.7
Ba/F3 V617F tox,-1.3,83.4*,-3.5,-2.8,-0.5,-3.8,-2.4,-1.9
NPY Y1 blocker,10.8,x,-2.7,-4.0,-2.8,x,4.7,3.0

33. Cc1ccc(SCc2cc(-c3ccc(Cl)cc3)on2)cc1
34. CCn1nc(C)c(NC(=O)c2ccc(Cl)cc2)c1C
35. CCCn1c2ccccc2c2nc3ccccc3nc21
36. CCOC(=S)SCC(=O)Nc1nc(C)c(C)s1
37. O=C(CCc1ccccc1)Nc1ccccc1
38. C/C(=C\C=C\c1ccccc1)C(=O)c1c(C)cc(C)[nH]c1=O
39. CCCCn1nnc(NC(=O)C(c2ccccc2)c2ccccc2)n1
40. CCCCN(C)C(=S)Nc1ccc2nc(N3CCN(CC)CC3)cc(C)c2c1

Compound,33,34,35,36,37,38,39,40
NCF1 inh,-11.2,-1.6,-22.8,-6.2,-8.9,-5.9,-1.9,-5.1
BaF3 parental,4.2,7.2,4.3,-6.7,-3.9,5.2,6.3,5.6
S1P4 agonist,1.1,0.1,0.8,2.0,1.4,0.0,-1.1,0.1
NPY1 pot ag,-47.4,-15.5,-11.2,22.6,11.9,-6.7,64.4*,15.3
CHOP inh,29.2,2.9,66.3,-94.5,-13.9,2.8,14.5,6.3
S1P4 antag,-15.8,-12.5,-17.6,-6.7,6.9,-32.3,0.8,-17.5
NPY2 pot ag,-19.2,0.5,-13.6,14.7,10.2,-6.4,-16.9,0.0
Ba/F3 V617F tox,1.9,3.9,-0.8,-0.6,-1.9,3.5,0.8,0.1
NPY Y1 blocker,14.1,-4.0,10.8,x,-1.7,6.2,1.9,4.3

41. Nc1nc(N2CCN(Cc3ccccc3)CC2)n[nH]1
42. CCn1cc(/C=N/NS(=O)(=O)c2ccc(OC)cc2)c(C)n1
43. Cc1ccc(-c2nc(CSCC(=O)NCCN3CCN(Cc4ccccc4)CC3)c(C)o2)cc1
44. N#Cc1cc2ccccc2nc1SCc1cccnc1
45. CCc1cc(SC#N)ccc1N
46. O=S1(=O)C[C@@H](O)[C@@H](Nc2ccccc2)C1
47. CC(=O)c1ccc(N2CCN(C(=O)C3(S(=O)(=O)c4ccc(Cl)cc4)CC3)CC2)cc1
48. Cc1cc(NC(=O)Cc2ccccc2)c2ccccc2n1

Compound,41,42,43,44,45,46,47,48
NCF1 inh,-3.6,-1.1,-10.2,-2.2,-3.5,-8.4,-15.7,-0.2
BaF3 parental,3.2,1.1,7.5,4.0,6.6,0.1,2.2,72.8*
S1P4 agonist,-1.2,0.8,0.0,0.0,2.6,1.7,1.0,0.3
NPY1 pot ag,-0.1,-3.2,5.7,9.0,3.3,12.9,7.5,4.2
CHOP inh,-12.9,7.0,75.0*,7.5,4.8,27.1,54.6,51.6
S1P4 antag,3.2,-13.4,1.4,-3.3,-17.1,-9.9,-9.1,-7.4
NPY2 pot ag,-0.1,-4.0,-28.0,-3.6,5.2,7.2,2.3,17.0
Ba/F3 V617F tox,-1.1,-3.7,-3.4,-2.7,0.8,-2.9,0.5,39.1*
NPY Y1 blocker,0.0,-4.3,12.1,2.4,-1.3,x,2.4,-6.2

# Results in BaF3 parental, S1P4 antag and S1P4 agonist, for some of the entries so far:
no.	structure	BaF3 parental	S1P4 antag	S1P4 agonist
12	CS(=O)(=O)N(CC(=O)Nc1ccc(C(N)=O)cc1)C1CCCCC1	2.0	2.7	1.5
27	O=S(=O)(NCCSc1nc2ccccc2o1)c1ccccc1	3.4	3.5	0.1
1	CCC(=O)Nc1ccc(NC(=O)c2ccco2)cc1	1.4	3.4	-1.0
18	Cc1cccc(-n2c(SCc3ccc([N+](=O)[O-])cc3)nnc2-c2c[nH]c3ccccc23)c1	5.5	-9.5	-0.8

# (cont.)
49. COc1cc(C(O)P(=O)(OC(C)C)OC(C)C)cc(OC)c1OC (stereo not given)
50. CCN(CC)CCCC1(CN)OCCc2ccccc21 (stereo not given)
51. COc1ccc(CNC(=O)C2CCCN2S(=O)(=O)c2ccc(Cl)cc2)cc1 (stereo not given)
52. O=C(NS(=O)(=O)c1ccccc1Cl)c1ccc[nH]1

Compound,49,50,51,52
NCF1 inh,-21.7,-12.0,-8.6,-7.2
BaF3 parental,7.0,5.5,2.9,5.7
S1P4 agonist,4.1,-3.1,-0.7,0.5
NPY1 pot ag,1.3,5.3,-17.3,2.9
CHOP inh,4.0,-1.4,28.4,29.1
S1P4 antag,-8.2,-2.1,0.3,3.0
NPY2 pot ag,3.1,-9.1,-3.6,-11.7
Ba/F3 V617F tox,-3.3,8.9,1.6,-1.2
NPY Y1 blocker,2.2,-2.2,0.3,1.5

# Compound profiles (already shown). Values in the order: NCF1 inh | BaF3 parental | S1P4 agonist | NPY1 pot ag | CHOP inh | S1P4 antag | NPY2 pot ag | Ba/F3 V617F tox | NPY Y1 blocker
# CCCCN(C)C(=S)Nc1ccc2nc(N3CCN(CC)CC3)cc(C)c2c1 as listed: -5.1 | 5.6 | 0.1 | 15.3 | 6.3 | -17.5 | 0.0 | 0.1 | 4.3
# CCn1cc(/C=N/NS(=O)(=O)c2ccc(OC)cc2)c(C)n1 as listed: -1.1 | 1.1 | 0.8 | -3.2 | 7.0 | -13.4 | -4.0 | -3.7 | -4.3
